TSG101-PTAP inh: blocks PTAP/TSG101 interaction to inhibit HIV-1 budding; 340,000 tested, under 10 active; Potency, µM (top dose mostly 115 µM), for inactives: at the highest dose activity change, negative = inhibition, hits mostly inhibitors; Fluorescence polarization, FITC-PTAP peptide / Tsg101 binding; active = well fitted inhibition curve with a large enough effect in the main read-out, with a control signal flat, not every such curve was filed as active; inconclusive = small, poorly fitted or top-dose-only effect, or effect the other way, or a change in a side signal; inactive = no such curve, though single readings can be large or run the other way; note: potency is the fitted concentration of half-maximal effect; % of control where 0% means no effect
Target sequence (Q99816 whole entry, looked up): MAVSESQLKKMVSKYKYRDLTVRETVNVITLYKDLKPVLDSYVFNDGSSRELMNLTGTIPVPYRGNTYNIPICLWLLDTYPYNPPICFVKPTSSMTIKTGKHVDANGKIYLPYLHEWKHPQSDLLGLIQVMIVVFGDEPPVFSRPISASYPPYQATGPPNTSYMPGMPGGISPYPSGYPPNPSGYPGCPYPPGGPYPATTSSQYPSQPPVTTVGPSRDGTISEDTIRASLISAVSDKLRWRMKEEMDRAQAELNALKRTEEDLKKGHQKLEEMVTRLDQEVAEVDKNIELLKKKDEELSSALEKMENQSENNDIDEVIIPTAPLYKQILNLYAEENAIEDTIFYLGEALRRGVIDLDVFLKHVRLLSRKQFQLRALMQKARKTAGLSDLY
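Tsg101 binding domain (10 uM final) was mixed with compound and a FITC-labeled PTAP peptide (50 nM final) in HEPES pH 7.5 buffer with NaCl, Tween 20, EDTA and TCEP; fluorescence polarization was read after 20 min at r.t.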
A-T KAP1 phos: candidate therapy for ataxia-telangiectasia; 0.19% of 320,000 active; AID 485349; […] A-T fibroblasts, KAP-1 phosphorylation AlphaLISA; neocarzinostatin DNA damage 30 min before lysis; Potency, µM (highest dose often 57.5 µM), without a hit: top-dose activation, actives largely listed as activators; note: potency is the fitted concentration of half-maximal effect; % of control where 0% means no effect; nearly all actives have a fitted effect of over 45% in size
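ATM-like activity read as KAP-1 phosphorylation via AlphaLISA donor/acceptor antibody pairs after lysis and 6 hr at 25C. Cells were ATM-null patient fibroblasts ([…], hTERT), dosed 60 min, then exposed to the DSB inducer NCS for 30 min.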
MBNL1-CUG inh: blocks human MBNL1 binding to CUG repeat RNA. Potency, µM (series often up to 57.5 µM), without a hit: at the highest dose activity change, negative = inhibition, most hits filed as inhibitors. Q9NR56. AID 2675. 0.036% of 280,000 active. TR-FRET MBNL1-His/biotin-(CUG)12 binding, 665/545 ratio; active = well fitted inhibition curve with a large enough effect in the signal ratio, with a control signal flat, not every such curve was filed as active; inconclusive = small, poorly fitted or top-dose-only effect, or effect the other way, or a change in a side signal; inactive = no such curve, though single readings can be large or run the other way; the % refers to the signal ratio; note: potency is the fitted concentration of half-maximal effect; % is set by controls: 0 for no effect and ±100 for the full control effect
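His-tagged MBNL1 binding to biotinylated (CUG)12 RNA was measured by TR-FRET using terbium anti-His antibody (0.055 ng/ul final) and streptavidin-XL665 (5 nM final). Compounds were titrated 92 nM to 58 uM; 60 min at room temperature.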
MLL CXXC-DNA inh: inhibitors of human MLL CXXC domain-DNA interaction; 0.037% of 290,000 active; AID 2662; MLL-CXXC / FITC-HOXA9 DNA fluorescence polarization; Potency, µM (highest dose often 115 µM), for the others: at the highest dose activity change, negative = inhibition, hits mostly inhibitors; active = well fitted inhibition curve with a large enough effect in the polarisation, with a control signal flat, not every such curve was filed as active; inconclusive = small, poorly fitted or top-dose-only effect, or effect the other way, or a change in a side signal; inactive = no such curve, though single readings can be large or run the other way; the % refers to the polarisation; note: potency is the fitted concentration of half-maximal effect
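Fluorescence polarization: 7 uM MLL-CXXC (stock) preincubated 5 min with compounds, then 50 nM fluorescein-HOX-A9 DNA (stock) added; 30 min ambient. Buffer 50 mM Tris-HCl pH 7.5, 50 mM NaCl, 1 mM DTT, 0.05% BSA.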
S-ASM inh: inhibitors of human secretory acid sphingomyelinase; Potency, µM (top dose mostly 57.5 µM), inactives show top-dose activity change, negative = inhibition, hits mostly inhibitors; 0.006% of 340,000 active; placental ASM, HMU-PC fluorogenic substrate, 60 min; P17405; note: potency is the fitted concentration of half-maximal effect
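Fluorescence read-out (Ex 386 nm, Em 447 nm) after stopping the reaction at pH 10. Enzyme: ASM from human placenta; substrate HMU-PC0, 9 uM final; 60 min, 37 °C. Compound preincubation 10 min, ambient temperature.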
Mito fusion act: inhibitors of mitochondrial division or activators of mitochondrial fusion | S. cerevisiae fusion-defective mutant growth rescue, CellTiterGlo 48 h | 0.23% of 320,000 active | Potency, µM (series often up to 46.1 µM), inactives show top-dose growth rescue (activation), actives largely listed as activators;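 note: potency is the fitted concentration of half-maximal effect; % of control where 0% means no effect; nearly all actives have a fitted effect of over 45% in size; temperature-sensitive fusion mutants such as fzo1-1 at 37 °C on non-fermentable ethanol glycerol medium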
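Growth-rescue viability read-out: after 48 h at the non-permissive 37C in glycerol/ethanol YPEG, yeast mitochondrial fusion mutants are measured by CellTiterGlo luminescence; compounds (23 nl pinned per well) restoring growth score as division inhibitors or fusion activators.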
TSHR antag: antagonists of human thyroid stimulating hormone receptor. P16473. TSHR-expressing cells, TSH-stimulated cAMP HTRF, 2 h; hits give low values. activity change, negative = inhibition, % at 11.5 µM. 0.2% of 330,000 active. AID 504810;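 active = activity change below a set negative limit, meaning inhibition stronger than a set level, cut at about -70% in these data; inconclusive = activity change between two set negative limits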; note: % is set by controls: 0 for no effect and ±100 for the full control effect
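Inhibition of cAMP made by TSHR-expressing cells under TSH stimulation (4nM final, EC80; 2 h, 37 deg C) is quantified with a one-step lysis HTRF kit, anti-cAMP cryptate versus cAMP-d2.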
Menin MLL FP TR: displaces Texas Red mutant MLL peptide from human menin | O00255 | 0.23% of 270,000 active | Potency, µM (doses to about 61.6 µM), for inactives: top-dose FP activity change, negative = inhibition, hits mostly inhibitors | AID 1768 | Menin + Texas Red MLL mutant peptide, fluorescence polarization; active = well fitted inhibition curve with a large enough effect in the polarisation, with a control signal flat, not every such curve was filed as active; inconclusive = small, poorly fitted or top-dose-only effect, or effect the other way, or a change in a side signal; inactive = no such curve, though single readings can be large or run the other way; the % refers to the polarisation; note: potency is the fitted concentration of half-maximal effect; % of control where 0% means no effect; many of its hits are not listed in these tables
Target sequence (O00255 whole entry, looked up): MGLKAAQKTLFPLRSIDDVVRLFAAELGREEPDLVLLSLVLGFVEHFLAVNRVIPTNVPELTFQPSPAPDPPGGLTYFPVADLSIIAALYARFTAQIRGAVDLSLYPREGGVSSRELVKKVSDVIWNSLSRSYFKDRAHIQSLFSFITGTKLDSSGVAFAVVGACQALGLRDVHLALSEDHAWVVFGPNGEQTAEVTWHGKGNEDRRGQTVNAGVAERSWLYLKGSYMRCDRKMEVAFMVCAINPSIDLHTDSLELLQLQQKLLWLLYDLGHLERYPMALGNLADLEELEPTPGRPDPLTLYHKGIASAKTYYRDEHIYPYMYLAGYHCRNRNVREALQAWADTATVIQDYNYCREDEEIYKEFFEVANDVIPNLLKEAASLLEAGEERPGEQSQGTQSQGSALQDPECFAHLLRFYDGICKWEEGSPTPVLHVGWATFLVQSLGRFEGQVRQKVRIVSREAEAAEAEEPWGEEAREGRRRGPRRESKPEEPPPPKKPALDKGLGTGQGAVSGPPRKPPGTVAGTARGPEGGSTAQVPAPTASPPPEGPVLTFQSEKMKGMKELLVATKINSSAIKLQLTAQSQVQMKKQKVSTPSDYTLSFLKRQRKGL
TCR act: T cell receptor activation; 330,000 tested, under 10 active; Potency, µM (highest dose often 9.22 µM), for inactives: top-dose activation of IL-2 secretion, hits mostly activators; AID 504894; primary human leukocytes, anti-CD3, IL-2 HTRF, 48 h; note: % of control where 0% means no effect
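Using a-CD3 beads without co-stimulation, primary human leukocytes were exposed to compounds for 48 hr. An HTRF IL-2 kit measured the cytokine, with europium-to-d2 energy transfer producing emission at 665nm upon 320nm excitation.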
a7 integrin act: activators of alpha7 integrin expression for muscular dystrophy; alpha7betagal myoblasts, beta-gal FDG fluorescence, 48 h; Potency, µM (titrated, usually from 38.3 µM), inactives show at the highest dose activation, hits mostly activators; 0.064% of 350,000 active; AID 624291;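 note: potency is the fitted concentration of half-maximal effect; 100% = response of the positive control SU9516; nearly all actives have a fitted effect of over 60% in size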
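alpha7betagal+/- myoblasts (passage 13, 250/well) treated 48 h at 37C with compounds at 1:260 dilution of DMSO stock. Lysed, then beta-galactosidase activity read as FDG fluorescence (ex 480/em 540) after 30 min, with pre-read for autofluorescence.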
The depositor's hits bear a star; [ ] = dose if it differs, or a comment. Unless noted, calls come from the whole dose curve; as a rule, active = well fitted curve in the direction sought with a large enough effect; inconclusive = small, poorly fitted or top-dose-only effect, or another doubt; inactive = no such curve, though single readings can be large; an effect the other way counts as inactive or inconclusive.

Screening CC(=O)Nc1ccc(S(=O)(=O)N(C)c2ccc(OCC(=O)NCCc3ccccc3F)cc2)cc1 returned TSG101-PTAP inh -5%, S-ASM inh -4%, TCR act 0% and a7 integrin act 6%.
`COc1ccc(NC(=O)c2nc[nH]c2C(=O)N[C@@H](C)c2ccccc2)cc1` gave TSG101-PTAP inh -3%, A-T KAP1 phos -5%, MBNL1-CUG inh -2%, MLL CXXC-DNA inh -18%, S-ASM inh -5%, Mito fusion act 29%, TSHR antag -6, TCR act -3% and a7 integrin act 4%.
For CCOc1cc(/C=C2/N=C(c3ccc4c(c3)OCO4)OC2=O)ccc1OC(C)=O the results were TSG101-PTAP inh 0%, A-T KAP1 phos -6%, S-ASM inh 124%[activator], Mito fusion act 0%, TSHR antag -1 and a7 integrin act 17%.
C1=C(CCNc2ncnc3c2cnn3-c2ccccc2)CCCC1 was read as TSG101-PTAP inh -3%, A-T KAP1 phos 1%, MBNL1-CUG inh -1%, MLL CXXC-DNA inh 11%, S-ASM inh -5%, Mito fusion act 4%, TSHR antag -7, Menin MLL FP TR 50%[activator], TCR act -25% and a7 integrin act 25%.
Screening Cc1c(C)[n+](=O)c(-c2ccc(Br)cc2)c(C)n1[O-] returned TSG101-PTAP inh -1%, A-T KAP1 phos 0%, MBNL1-CUG inh inconclusive, MLL CXXC-DNA inh -8%, S-ASM inh 4%, Mito fusion act 1%, TSHR antag 11, TCR act 0% and a7 integrin act 19%.
`C/C(=N\NC(=O)c1cccc(Br)c1)c1cccc(NC(=O)c2ccc(C)o2)c1` gave TSG101-PTAP inh -1%, A-T KAP1 phos -1%, MBNL1-CUG inh 3%, MLL CXXC-DNA inh -11%, S-ASM inh -6%, Mito fusion act 1%, TSHR antag -6, Menin MLL FP TR 4%, TCR act 3% and a7 integrin act -10%.
`CSCCOC(=O)C1=C(C)NC(=O)CC1c1ccccc1Cl` (configuration not stated) gave TSG101-PTAP inh -5%, A-T KAP1 phos 4%, MBNL1-CUG inh -4%, MLL CXXC-DNA inh -9%, S-ASM inh 0%, Mito fusion act 4%, TSHR antag -5, Menin MLL FP TR -11%, TCR act -5% and a7 integrin act -16%.
Cc1ccc(NC(=O)c2ccc(S(=O)(=O)NCc3cccnc3)cc2)cc1C was read as TSG101-PTAP inh -2%, A-T KAP1 phos 3%, MBNL1-CUG inh -3%, MLL CXXC-DNA inh -5%, S-ASM inh 0%[11.5 µM], Mito fusion act 2%, TSHR antag -7, Menin MLL FP TR -1%, TCR act 3% and a7 integrin act -15%.
Cn1cnnc1Sc1ccc(C(=O)OCC(=O)NCC(F)(F)F)cc1[N+](=O)[O-] was read as TSG101-PTAP inh -3%, A-T KAP1 phos -4%, MLL CXXC-DNA inh 3%, S-ASM inh -1%, Mito fusion act 5%, TSHR antag 0, TCR act 8% and a7 integrin act -21%.
Screening COc1ccc(C(=O)NCCCCNC(=O)c2ccc(OC)c(OC)c2)cc1OC returned TSG101-PTAP inh -4%, A-T KAP1 phos -17%, MBNL1-CUG inh 3%, MLL CXXC-DNA inh 8%, S-ASM inh 1%, Mito fusion act -1%, TSHR antag -1, Menin MLL FP TR 11%, TCR act 8% and a7 integrin act 15%.
`CCCc1cc(C(=O)OCC(=O)N2CCN(c3ccc(OC)cc3)CC2)sc1C` gave TSG101-PTAP inh -3%, A-T KAP1 phos -8%, S-ASM inh -6%, Mito fusion act 22%, TSHR antag -21, TCR act -66% and a7 integrin act 8%.
For O=C(Nc1ccccc1)c1cc2ccccc2s1 the results were TSG101-PTAP inh -1%, S-ASM inh -3%, TCR act -2% and a7 integrin act 35%.
For CCOC(=O)c1c(NC(=O)CN2CCN(C(=O)c3ccco3)CC2)sc2c1CCCC2 the results were TSG101-PTAP inh -7%, A-T KAP1 phos 0%, MBNL1-CUG inh -4%, MLL CXXC-DNA inh 3%, S-ASM inh 1%, Mito fusion act inconclusive, TSHR antag -15, Menin MLL FP TR -18%, TCR act 3%[46.1 µM] and a7 integrin act 24%.
O=C(NCc1cccnc1)c1ccccc1[N+](=O)[O-] was read as TSG101-PTAP inh -2%, A-T KAP1 phos 4%, MBNL1-CUG inh inconclusive, MLL CXXC-DNA inh 1%, S-ASM inh -6%, Mito fusion act -7%, TSHR antag 16, Menin MLL FP TR 10%, TCR act 2%[46.1 µM] and a7 integrin act 10%.
Screening Cc1ccc(-n2ncc3c2CC(C)(C)CC3NC(=O)CCc2ccncc2)cc1 (configuration not stated) returned TSG101-PTAP inh 1%, A-T KAP1 phos 9%, MBNL1-CUG inh 5%, MLL CXXC-DNA inh 1%, S-ASM inh 1%, Mito fusion act 1%, TSHR antag 0, Menin MLL FP TR -14%, TCR act 5% and a7 integrin act 0%.
`COc1ccc(C(=O)c2c(C)c(CCC#N)n3ccccc23)c(OC)c1` gave TSG101-PTAP inh 2%, A-T KAP1 phos -11%, MBNL1-CUG inh 15%, MLL CXXC-DNA inh 16%, S-ASM inh 2%, Mito fusion act 20%, TSHR antag 2, Menin MLL FP TR 0%, TCR act -3% and a7 integrin act -24%.
Screening CC(C)c1ccc(NC(=O)c2ccc3c(c2)CCN3S(C)(=O)=O)cc1 returned TSG101-PTAP inh -11%, A-T KAP1 phos -3%, MBNL1-CUG inh 4%, MLL CXXC-DNA inh 5%, S-ASM inh inconclusive, Mito fusion act 3%, TSHR antag -5, Menin MLL FP TR -11%, TCR act -10% and a7 integrin act inconclusive.
`CC(C)(C)C(=O)NN=C1CCC(c2ccccc2)CC1` (configuration not stated) gave TSG101-PTAP inh 1%, A-T KAP1 phos 3%, MBNL1-CUG inh -1%, MLL CXXC-DNA inh -5%, S-ASM inh 1%, Mito fusion act -1%, TSHR antag 39, Menin MLL FP TR -3%, TCR act -6% and a7 integrin act 5%.
CCc1ccc(CN2CCC(n3nccc3NC(=O)Cc3ccccc3)CC2)o1 was read as A-T KAP1 phos 2%, MBNL1-CUG inh -2%, MLL CXXC-DNA inh 3%, S-ASM inh 0%, Mito fusion act -2%, TSHR antag -4, TCR act -10% and a7 integrin act -41%.
CCOc1ccc(C(=O)NCC2CCN(CC3CCCCC3)CC2)cc1 was read as TSG101-PTAP inh -1%, A-T KAP1 phos 12%, MBNL1-CUG inh 3%, MLL CXXC-DNA inh 9%, S-ASM inh -2%, Mito fusion act 0%, TSHR antag 8, Menin MLL FP TR -7% and a7 integrin act 3%.
`CCOC(=O)C1CCN(C(=O)c2cccc(S(=O)(=O)N3CCc4ccccc43)c2)CC1` gave TSG101-PTAP inh -5%, A-T KAP1 phos -6%, S-ASM inh -1%, Mito fusion act 8%, TSHR antag -15, TCR act 53% and a7 integrin act inconclusive.
Screening CCN(Cc1nc2ccccc2n1C)c1ccccc1 returned TSG101-PTAP inh 0%, A-T KAP1 phos 18%, MBNL1-CUG inh -2%, MLL CXXC-DNA inh -4%, S-ASM inh 0%, Mito fusion act -9%, TSHR antag -8, Menin MLL FP TR -11%, TCR act 1% and a7 integrin act -5%.
`CC(Oc1ccc2oc(-c3ccccc3)c(C(=O)O)c2c1)C(=O)O` (configuration not stated) gave TSG101-PTAP inh -7%, A-T KAP1 phos 16%, MBNL1-CUG inh -10%, MLL CXXC-DNA inh -3%, S-ASM inh 2%, Mito fusion act 2%, TSHR antag 14, Menin MLL FP TR -6%, TCR act 0% and a7 integrin act -5%.
`CC(/C=C1\SC(=Nc2cccnc2)NC1=O)=C\c1ccccc1` gave TSG101-PTAP inh -1%, A-T KAP1 phos -17%, MLL CXXC-DNA inh 7%, S-ASM inh -4%, Mito fusion act 5%, TSHR antag -16, TCR act -1% and a7 integrin act 17%.
CCOc1ccc(S(=O)(=O)Nc2cccc(C(=O)N(C)CC(=O)Nc3ccc(OC)cc3)c2)cc1 was read as TSG101-PTAP inh -1%, S-ASM inh 0%, TCR act 6% and a7 integrin act 7%.
`CNc1c(N)c(=O)oc2ccccc12` gave TSG101-PTAP inh -8%, A-T KAP1 phos 2%, MBNL1-CUG inh inconclusive, MLL CXXC-DNA inh 3%, S-ASM inh 6%, Mito fusion act -11%, TSHR antag 19, Menin MLL FP TR 10%, TCR act 6% and a7 integrin act 2%.
`COC(=O)C1=CN(c2ccc(OC)cc2)C=C(C(=O)OC)C1c1cccc(F)c1` gave TSG101-PTAP inh 0%, A-T KAP1 phos 37%, MBNL1-CUG inh 34%[activator], MLL CXXC-DNA inh 1%, S-ASM inh 410%[activator], Mito fusion act -7%, TSHR antag -12, Menin MLL FP TR -2%, TCR act -4% and a7 integrin act 22%.

The list is partial (hit frequency here may not be typical).
